# GPR151 activ – activators of human GPR151, primary screen, cell-based, PathHunter beta-arrestin, luminescence | G-protein coupled receptor 151 (Homo sapiens), Q8TDV0 | PathHunter beta-arrestin GPR151 cells | activation, % at 11.2 µM | 650,000 compounds, 1% hits | AID 1508602, 2020; in the data active = activation above about 4.9%;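 note: 0% = median of compound wells and 100% = cells with positive control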
# Target sequence (Q8TDV0 whole entry, looked up): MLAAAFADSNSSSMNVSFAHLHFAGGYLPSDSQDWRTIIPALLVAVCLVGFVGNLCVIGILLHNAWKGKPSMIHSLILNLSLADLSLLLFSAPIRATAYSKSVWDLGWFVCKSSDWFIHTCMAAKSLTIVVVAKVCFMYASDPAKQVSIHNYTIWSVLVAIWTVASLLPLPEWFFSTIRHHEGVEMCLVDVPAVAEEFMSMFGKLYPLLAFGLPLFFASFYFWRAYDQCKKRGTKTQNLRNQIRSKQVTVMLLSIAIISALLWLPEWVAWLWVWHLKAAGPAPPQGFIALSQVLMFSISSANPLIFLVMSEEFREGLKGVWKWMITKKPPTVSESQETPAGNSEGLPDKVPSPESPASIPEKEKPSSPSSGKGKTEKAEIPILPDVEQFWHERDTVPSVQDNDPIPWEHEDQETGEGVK
# MITF primary – MITF inhibitors, primary screen, biochemical, AlphaScreen, human | AlphaScreen MITF homodimerization, bead proximity signal | 650,000 compounds, 0.91% hits | inhibition, % at 2.6 µM | AID 1259374, 2018; in the data active = inhibition above about 50%;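 note: 0% = vehicle wells with protein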
# FBW7 activator – FBW7 E3 ligase activators, primary screen, biochemical, AlphaScreen, human; F-box/WD repeat-containing protein 7 (Homo sapiens), Q969H0; AlphaScreen FBW7–phospho-cyclin E peptide binding, activator screen; normalized activity (activation), % at 26.1 µM; 650,000 compounds, 0.13% hits; AID 1259310, 2017; in the data active = normalized activity above about 1.9%;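 note: purified mutant Fbw7 with reduced substrate affinity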
# Target sequence (Q969H0 whole entry, looked up): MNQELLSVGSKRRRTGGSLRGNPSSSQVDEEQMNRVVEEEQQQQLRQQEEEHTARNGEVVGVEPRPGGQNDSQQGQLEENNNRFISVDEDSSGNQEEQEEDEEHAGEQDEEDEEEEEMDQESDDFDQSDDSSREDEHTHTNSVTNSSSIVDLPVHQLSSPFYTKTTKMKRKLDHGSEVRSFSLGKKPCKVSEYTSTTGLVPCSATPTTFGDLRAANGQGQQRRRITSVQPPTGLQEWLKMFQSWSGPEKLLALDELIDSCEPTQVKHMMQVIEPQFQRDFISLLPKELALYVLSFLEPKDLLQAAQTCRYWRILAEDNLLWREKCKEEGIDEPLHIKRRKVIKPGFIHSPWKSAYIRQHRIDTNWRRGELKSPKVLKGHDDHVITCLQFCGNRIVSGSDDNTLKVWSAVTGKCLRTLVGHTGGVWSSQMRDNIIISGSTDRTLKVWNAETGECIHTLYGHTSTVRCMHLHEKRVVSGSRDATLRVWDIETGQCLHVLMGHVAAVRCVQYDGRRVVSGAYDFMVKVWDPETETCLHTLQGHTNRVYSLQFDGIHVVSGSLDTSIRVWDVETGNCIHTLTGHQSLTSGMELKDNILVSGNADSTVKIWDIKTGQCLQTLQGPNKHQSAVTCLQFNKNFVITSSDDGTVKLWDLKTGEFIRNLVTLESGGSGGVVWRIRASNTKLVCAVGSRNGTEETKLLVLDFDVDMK
# TEAD-YAP inh – TEAD-YAP interaction inhibition, primary screen, TEAD-YAP interaction inhibitor project, luminescence, HEK-TIYL cells; 640,000 compounds, 1.4% hits; AID 1259422, 2018; inhibition, % at 9.12 µM; TEAD-Gal4/YAP UAS-luciferase luminescence; in the data active = inhibition above about 32%;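 note: 0% = median of test compound wells and 100% = reference inhibitor wells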
# Active calls of the source: *.
SMILES,GPR151 activ,MITF primary,FBW7 activator,TEAD-YAP inh
COC(=O)c1ccc(NC(=O)CN(c2cc([N+](=O)[O-])ccc2C)S(C)(=O)=O)cc1,-0.3,21,0.9,-8
CC1(C2CCN(Cc3cc4ccccc4s3)CC2)NC(=O)NC1=O (stereo not given),-0.4,-1,0.1,11
O=C(NC1CC1)c1ccc(-c2cc(C(=O)NC3CCN(Cc4ccccc4)CC3)ccn2)cc1,-1.3,-2,0.6,9
CCCCN(CC)C(=O)C(=O)c1c(C)n(C)c2ccccc12,0.2,14,1.5,-13
O=c1c2c(nc3[nH][nH]c(=S)n13)-c1ccccc1CC21CCCC1,-0.2,-13,-0.1,-4
CCCCOc1ccc(C(=O)NNC(=O)c2ccc(-c3ccc(OC)cc3)cc2)cc1,1.2,12,-0.1,12
O=C(Nc1ccccc1CC(c1c[nH]c2ccccc12)c1c[nH]c2ccccc12)c1ccc(Cl)cc1,-0.1,13,0.1,-6
CCc1nc2cc([N+](=O)[O-])c([N+](=O)[O-])cc2[nH]1,2.3,-18,-0.1,-8
O=C(NCc1ccc(Cl)cc1Cl)C1COc2ccccc2O1 (stereo not given),-2.2,12,0.1,-41
CCCC(C)NS(=O)(=O)c1ccccc1 (stereo not given),1.5,19,1.4,5
COc1ccc(N(C)S(=O)(=O)c2ccc3c(c2)oc(=O)n3C)c(OC)c1,-0.4,4,-0.1,-11
COc1ccc(C2NC(=S)NC3=C2CCc2cc(OC)ccc23)cc1 (stereo not given),1.5,-24,0.0,14
NC(=O)CSc1oc(-c2ccccc2)nc1S(=O)(=O)c1ccc(F)cc1,3.5,-8,-0.1,5
Cc1cccc(OCc2nnc(SCC(=O)NC(C)(C)C)n2C)c1,0.0,-3,-0.1,2
CC(C)N1CCC(N2CCN(Cc3ccon3)CC2CCO)CC1 (stereo not given),-1.4,-4,0.0,-5
Cc1ccc(C)c(OCc2cc(C(=O)N3CCC(N4CCCC4)CC3)no2)c1,1.8,12,0.1,-2
CC1CN(c2nc(-c3ccc(Cl)cc3)cs2)CC(C)O1 (stereo not given),-1.0,-14,-0.1,-12
N#C/C(=C\c1cc(Br)cc([N+](=O)[O-])c1O)c1nc2ccccc2[nH]1,1.2,-19,0.2,5
CCC(C)C(=O)Nc1ccccc1C(N)=O (stereo not given),1.7,0,-0.1,10
O=C(/C=C/c1cccs1)CC(=O)C(F)(F)F,0.4,0,-0.2,-12
CC(C)N(CCNc1nc(N2CCCC2CO)nc2c1ncn2CCN1CCCC1=O)C(C)C (stereo not given),0.3,13,0.1,3
COc1ccccc1CNC(=O)CSCc1ccccc1,-1.9,-2,0.0,-7
Cc1cc2nc(NC3=NC(CC(=O)O)C(=O)N3)nc(C)c2cc1C (stereo not given),2.3,3,-0.1,-8
CC(NC(=O)CSc1nc2ccccc2c(=O)[nH]1)c1ccccc1 (stereo not given),0.5,6,0.3,10
Cc1ccc(NC(=O)Cn2c(=O)c(=O)n(Cc3ccccc3)c3ccc(Cl)cc32)cc1,1.8,-5,-0.1,-4
O=C(O)CCC(=O)N1N=C(c2ccccc2)CC1c1ccccc1 (stereo not given),0.2,13,1.9*,-7
Cc1ccc(CNC(=O)Cc2c[nH]c3ccccc23)cc1,-1.1,4,-0.1,-24
Nc1ccccc1C(=O)N/N=C/c1cccs1,0.2,-7,-0.2,-38
CC(=O)Nc1ccc(OCC(=O)Nc2ccc([N+](=O)[O-])cc2C#N)cc1,-0.8,1,0.0,15
COc1cccc(N/C=C(/C#N)c2nc(-c3ccc(F)cc3)cs2)c1,0.9,1,0.2,0
Cc1ccc(S(=O)(=O)N(CC(O)Cn2c3ccccc3c3ccccc32)c2ccc(F)cc2)cc1 (stereo not given),2.5,-17,0.0,-15
O=C(Nc1nnc2n1CCCS2)c1ccccc1F,-1.0,21,0.1,-13
COc1ccc(CNc2nc(-c3cccnc3)nn2C(=O)c2cccc(Cl)c2)cc1,1.7,-1,0.0,-6
Cc1ccc(-c2ccc(C(=O)N3CCC4(CC3)CC4C(=O)NCCCn3ccnc3)cc2)o1 (stereo not given),0.3,-4,0.1,11
CCCN1CCc2nnc(C(C)NC(=O)c3cccnc3)n2CC1 (stereo not given),-0.8,8,0.2,-5
CCOc1ccc(C2Oc3nc(SCC)nnc3-c3ccccc3N2C(C)=O)cc1OCC (stereo not given),-0.7,-8,0.1,1
CCOC(=O)Cc1csc(SCC(=O)N2CC(=O)Nc3ccccc32)n1,-1.2,-6,0.1,11
O=S(=O)(NCc1cccs1)c1cccc2nsnc12,0.3,-12,-0.1,6
O=C(COc1ccc(Cl)cc1)Nc1nnc(C2=COCCO2)o1,-0.1,5,-0.1,0
O=C(Nc1nnc(C23CC4CC(CC(C4)C2)C3)s1)c1ccccc1Cl,-0.3,5,0.0,9

# 14 compounds already listed, arranged by molar mass, rising.
SMILES,GPR151 activ,MITF primary,FBW7 activator,TEAD-YAP inh
Nc1ccccc1C(=O)N/N=C/c1cccs1,0.2,-7,-0.2,-38
Cc1ccc(CNC(=O)Cc2c[nH]c3ccccc23)cc1,-1.1,4,-0.1,-24
O=S(=O)(NCc1cccs1)c1cccc2nsnc12,0.3,-12,-0.1,6
O=C(O)CCC(=O)N1N=C(c2ccccc2)CC1c1ccccc1 (stereo not given),0.2,13,1.9*,-7
CCCN1CCc2nnc(C(C)NC(=O)c3cccnc3)n2CC1 (stereo not given),-0.8,8,0.2,-5
O=C(COc1ccc(Cl)cc1)Nc1nnc(C2=COCCO2)o1,-0.1,5,-0.1,0
CC(NC(=O)CSc1nc2ccccc2c(=O)[nH]1)c1ccccc1 (stereo not given),0.5,6,0.3,10
COc1cccc(N/C=C(/C#N)c2nc(-c3ccc(F)cc3)cs2)c1,0.9,1,0.2,0
O=C(Nc1nnc(C23CC4CC(CC(C4)C2)C3)s1)c1ccccc1Cl,-0.3,5,0.0,9
CCOC(=O)Cc1csc(SCC(=O)N2CC(=O)Nc3ccccc32)n1,-1.2,-6,0.1,11
Cc1ccc(NC(=O)Cn2c(=O)c(=O)n(Cc3ccccc3)c3ccc(Cl)cc32)cc1,1.8,-5,-0.1,-4
Cc1ccc(-c2ccc(C(=O)N3CCC4(CC3)CC4C(=O)NCCCn3ccnc3)cc2)o1 (stereo not given),0.3,-4,0.1,11
CCOc1ccc(C2Oc3nc(SCC)nnc3-c3ccccc3N2C(C)=O)cc1OCC (stereo not given),-0.7,-8,0.1,1
Cc1ccc(S(=O)(=O)N(CC(O)Cn2c3ccccc3c3ccccc32)c2ccc(F)cc2)cc1 (stereo not given),2.5,-17,0.0,-15

# Further compounds.
SMILES,GPR151 activ,MITF primary,FBW7 activator,TEAD-YAP inh
COCCNC(=O)CN(Cc1ccc2c(c1)OCO2)C(=O)CCC(=O)Nc1ccccn1,-0.5,0,-0.1,-1
Cc1cc(C)n(-c2cccc(C(=O)N[C@@H](Cn3nc(C4CC4)ccc3=O)C(C)C)c2)n1,-0.4,8,0.1,10
CN(C)c1cccc(Nc2nc(NCCOc3ccccc3)c3[nH]cnc3n2)c1,1.0,16,-0.2,-8
CC(C)OC(=O)c1c(NC(=O)c2ccc(Cl)c([N+](=O)[O-])c2)sc2c1CCCC2,-1.1,-6,-0.1,-3
O=C(NCCCN1CCOCC1)c1ccc(CS(=O)c2ccccc2)o1 (stereo not given),0.4,12,0.1,6
CC(=O)c1cccc(-c2nc3ncnc(NCc4nc5ccccc5[nH]4)c3[nH]2)c1,-0.6,-8,0.0,-1
COc1cc(C)c(CN2CCc3nnc(CNC(=O)c4ccncc4)n3CC2)cc1C,-0.2,2,-0.1,13
O=C(CSc1ccc(Br)cc1)NC1CC1,0.9,9,-0.1,-11
COc1ccc(C(=O)Nc2nc3c(s2)CCCC3)c(OC)c1,-10.0,4,-0.2,95*
Cc1cccc(N2CCN(C(=O)c3cn(C)c(=O)c4c3c3ccccc3n4C)CC2)c1C,-0.6,10,0.0,8
COc1cccc(C2(CC(=O)N3CCCC3)CC(=O)N(CCN(C)C)C2=O)c1 (stereo not given),0.1,4,-0.1,5
COc1cccc(-n2c(=O)c3sccc3n(CC(=O)Nc3cccc(C)c3)c2=O)c1,-0.2,-6,-0.1,-3
CC(C)(C)NC(NC(=O)c1ccc([N+](=O)[O-])cc1)C(Cl)(Cl)Cl (stereo not given),0.4,-9,-0.3,5
CC(C)OCC(O)CCC(=O)NNC(=S)Nc1ccccc1 (stereo not given),0.0,-2,0.0,-2
O=C(CC1CCCCC1)NCC1CCC2(CCN(Cc3ccccn3)CC2)O1 (stereo not given),-0.1,-5,-0.1,13
COc1ccc(C2C(C(=O)NCc3ccco3)c3ccccc3C(=O)N2c2ccc(OC)cc2)cc1 (stereo not given),0.1,2,-0.1,1
CC(=O)Nc1ccc(N/N=C2\CCCCC2=O)cc1,3.8,-2,0.5,-7
COc1ccc(OC)c(C2SCCN2S(=O)(=O)c2ccc(C)cc2)c1 (stereo not given),-1.4,20,0.2,-11
COc1ccc(-c2nc(CS(=O)(=O)CC(=O)NCCc3ccc(C)cc3)c(C)o2)cc1,1.0,10,-0.1,4
CN(C)CCOc1cc(-c2cn[nH]c2)c(F)cc1NC(=O)C(N)c1ccc(Cl)cc1 (stereo not given),2.1,-2,0.0,9
CC(C)[C@@H]1NC(=O)[C@@H]2C[C@H](NCc3cccc4cccnc34)CN2C1=O,2.4,-9,-0.1,-10
COc1ccc(-c2cc(Nc3ccc(NC(C)=O)cc3)nc(N)n2)cn1,-0.9,-6,0.1,-13
C=CCNc1nc(Nc2ccc(Cl)cc2)nc(N2CCCC2)n1,2.8,-6,-0.2,8
CC1=C(C(=O)NCCN2CCOCC2)C2(CCCCCC2)OC1=O,0.4,-4,-0.1,-4
O=C(CN1CCC(O)(c2ccccn2)CC1)NCc1cccs1,2.1,2,0.0,0
CC(C)(C)C1(C)OC(O)(C(Cl)(Cl)Cl)CC1=O (stereo not given),1.3,6,0.0,5
C=CCc1ccccc1OCCOc1ccccc1/C=C1/C(=N)N2N=C(CC)SC2=NC1=O,1.6,-6,0.1,7
CCn1c2cc(C)sc2c2cnn(CC(=O)C(C)(C)C)c(=O)c21,-0.1,-12,0.6,-71
COc1cc(/C=C2\C(=O)NN(c3ccccc3)C2=O)cc(OC)c1,0.8,-22,0.0,-8
O=C(Nc1cccc(F)c1)c1cccn(OCc2ccc(F)cc2)c1=O,-0.1,5,1.4,12
Cc1ccc(-c2nc(C#N)c(N3CCN(C)CC3)o2)cc1,0.7,11,-0.2,-9
Cc1c(N=CN2CCOCC2)c(=O)n(C)c(=O)n1C,-1.3,-13,0.0,3
Cc1[nH]c2ccccc2c1C(C[N+](=O)[O-])c1cc(Cl)c2c(c1)OCO2 (stereo not given),-0.7,0,0.0,15
CCn1c(SCC(=O)O)nnc1-c1cc2c(C)nn(-c3ccccc3)c2s1,0.1,-5,0.0,-7
C[C@H]1NC(=O)[C@@H]2C[C@H](NC(=O)Nc3ccc(C(F)(F)F)cc3)CN2C1=O,-0.1,6,0.0,1
C/C(=N\N=C1/NC(=O)C(CC(=O)O)S1)c1ccc(O)cc1 (stereo not given),-0.2,14,0.2,-4
CN1C(=O)C(=O)/C(=C(\O)c2ccc(Br)cc2)C1c1ccccc1F (stereo not given),-0.7,1,0.7,-4
O=C(CN(Cc1ccccc1)S(=O)(=O)c1ccccc1)Nc1ccc(Oc2ccccc2)cc1,0.7,-2,0.1,5
COc1ccc(/C=N/Nc2cc(C)nc(-c3ccccc3O)n2)cc1,1.1,-26,0.1,3
Cc1cc(C)c(NC(=O)c2nnn(Cc3ccc(Cl)cc3)c2N)c(C)c1,0.7,7,0.0,6
CCC(C)NC(=O)CSc1nc2c(sc(=S)n2-c2ccc(C)c(C)c2)c(=O)n1-c1ccccc1 (stereo not given),2.6,-14,-0.2,-2
CCOc1cc(C(=O)N/N=C/c2cccnc2)ccc1OC,-1.3,-4,-0.2,-23
CN1CCN(C(=O)c2ccc(-c3nc(C(=O)NCCO)cs3)cc2)CC1,0.3,-3,0.1,4
Cn1c(C(=O)NCc2ccccn2)cc2cc(S(C)(=O)=O)ccc21,-0.9,12,0.1,-1
O=C(N/C(=C\c1ccc(F)cc1)C(=O)N1CC2CC(C1)c1cccc(=O)n1C2)c1cncc(Br)c1 (stereo not given),1.5,23,1.3,-8
N/C(=N\OC(=O)CCc1ccccc1)c1ccc([N+](=O)[O-])cc1,0.3,14,-0.2,-3
COc1ccccc1NC(=O)c1c(NC(=O)c2ccccc2)sc2c1CCC(C(C)(C)C)C2 (stereo not given),3.8,2,0.2,8
CCOC(=O)CC(=O)CSc1nc2ccccc2c(=O)n1Cc1ccccc1OC,0.0,-9,-0.2,-17
CCOc1ccc(N2C(=O)CC(N3CCC(C)CC3)C2=O)cc1 (stereo not given),1.8,7,0.0,-4
CCOc1ccc2nc(SCc3c[nH]c4ccccc34)sc2c1,1.4,3,0.0,4
# (further entries)
SMILES,GPR151 activ,MITF primary,FBW7 activator,TEAD-YAP inh
O=C(Nc1ccc(F)cc1)NC1(C(=O)NCc2ccco2)CCCCC1,1.3,12,0.2,-2
O=C(COc1cccc2ccccc12)Oc1ccc([N+](=O)[O-])cc1,0.7,-3,-0.1,-4
COc1cc2nc(NCc3ccc4c(c3)OCO4)nc(NCCc3ccc(O)cc3)c2cc1OC,-1.2,-2,0.1,-8
O=C1CCC2(C(=O)O)c3[nH]c4ccccc4c3CCN12 (stereo not given),-0.7,-10,0.0,7
CC1CCc2c(sc(NC(=O)CSc3nc(N)cc(=O)[nH]3)c2C(N)=O)C1 (stereo not given),-0.1,5,0.0,-14
